# Screening results as filed in PubChem.
# DAX1 inh-1 = DAX1 (NR0B1) inhibitors on StAR promoter, primary screen, cell-based, luminescence, SF-1 (NR5A1), full-length DAX-1 | AID 652010, 2013 | HEK293T StAR-luciferase reporter, SF-1/DAX-1 repression relief | inhibition, % at 6.8 µM | 370,000 tested, 1.1% active;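 active = inhibition above the mean over all tested compounds plus 3 SD, cut at about 3.6% in these data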;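 note: 0% = DAX-1 cells with DMSO and 100% = cells lacking DAX-1 with DMSO; higher inhibition means more luminescence from relief of DAX-1 repression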
# MBD2 DNA inh = inhibitors of MBD2 binding to methylated DNA, primary screen, biochemical, TR-FRET, DNA-binding domain, human; inhibition, % at 4.4 µM; AID 686964, 2013; 370,000 tested, 0.31% active; MBD2 binding to methylated oligonucleotide; in the data active = inhibition above about 13%
# hcDAF12 agonist = H. contortus DAF-12 nuclear receptor activators, primary screen, cell-based, luminescence, HEK293, lit1-tk-luc reporter. HEK293 hcDAF-12 lit1-tk-luc reporter; 0% DMSO, 100% Δ7-dafachronic acid. activation, % at 6.8 µM. 370,000 tested, 1.4% active. AID 652067, 2013;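 active = activation above the mean of all tested compounds plus 3 SD, cut at about 5.5% in these data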;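 note: 100% = response to 3 µM Δ7-dafachronic acid high control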
# PLCg1 inh = PLC-gamma1 enzyme inhibitors, primary screen, biochemical, fluorescence, purified enzyme | 370,000 tested, 0.84% active | 1-phosphatidylinositol 4,5-bisphosphate phosphodiesterase gamma-1 (Homo sapiens), P19174 | inhibition, % at 12.2 µM | fluorogenic substrate; in the data active = inhibition above about 9.5%
# SMARCA2 act = SMARCA2 (BRM) function activators, primary screen, cell-based, luminescence, high throughput. activation, % at 9.1 µM. 370,000 tested, 1% active. MG213 cells, MMTV-luciferase reporter, dexamethasone, overnight; in the data active = activation above about 7.8%;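 note: 0% = vehicle wells and 100% = reference activator wells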
# NR1D1 modulator = modulators of Rev-erb alpha DNA binding, primary screen, biochemical, FITC-DNA, fluorescence polarization, uHTS; Rev-erbα–FITC-DNA binding, 90 min; activity, % at 10 µM; 370,000 tested, 0.79% active;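 active = activity above about 14%, limit read from the data; passing the limit was not always enough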;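 note: 0% = DMSO wells with 35 nM protein and 100% = DMSO wells with 750 nM protein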
# Target sequence (P20393 whole entry, looked up): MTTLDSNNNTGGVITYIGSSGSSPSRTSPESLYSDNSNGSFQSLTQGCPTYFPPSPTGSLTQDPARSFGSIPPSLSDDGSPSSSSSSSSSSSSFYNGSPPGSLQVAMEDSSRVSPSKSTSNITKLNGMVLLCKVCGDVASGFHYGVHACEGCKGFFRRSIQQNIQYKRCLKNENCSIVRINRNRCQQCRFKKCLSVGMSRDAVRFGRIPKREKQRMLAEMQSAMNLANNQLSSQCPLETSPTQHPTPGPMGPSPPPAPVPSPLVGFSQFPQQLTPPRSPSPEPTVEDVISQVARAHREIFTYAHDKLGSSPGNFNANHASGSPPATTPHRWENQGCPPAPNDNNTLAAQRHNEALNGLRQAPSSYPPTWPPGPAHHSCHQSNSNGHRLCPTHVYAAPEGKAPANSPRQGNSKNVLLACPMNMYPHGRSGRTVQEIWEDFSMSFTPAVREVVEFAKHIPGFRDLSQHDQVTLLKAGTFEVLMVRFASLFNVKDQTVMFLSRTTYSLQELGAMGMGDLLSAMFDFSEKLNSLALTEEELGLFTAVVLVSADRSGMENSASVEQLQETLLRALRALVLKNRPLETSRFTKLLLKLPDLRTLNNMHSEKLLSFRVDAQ
# DAX1 inh-2 = DAX1 (NR0B1) inhibitors, primary screen, cell-based, HEK293, Gal4-DAX1, luciferase luminescence; 340,000 tested, 0.99% active; Nuclear receptor subfamily 0 group B member 1 (Homo sapiens), P51843; HEK293 Gal4-DAX1 luciferase reporter; AID 504766, 2011; inhibition, % at 6.75 µM;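 active = inhibition above the mean over all tested compounds plus 3 SD, cut at about 4.2% in these data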;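 note: 0% = DAX1-transfected cells with DMSO and 100% = empty-vector control cells with DMSO; inhibition shows as a rise in luminescence from relieved DAX1 repression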
# Target sequence (P51843 207-470 limits assumed): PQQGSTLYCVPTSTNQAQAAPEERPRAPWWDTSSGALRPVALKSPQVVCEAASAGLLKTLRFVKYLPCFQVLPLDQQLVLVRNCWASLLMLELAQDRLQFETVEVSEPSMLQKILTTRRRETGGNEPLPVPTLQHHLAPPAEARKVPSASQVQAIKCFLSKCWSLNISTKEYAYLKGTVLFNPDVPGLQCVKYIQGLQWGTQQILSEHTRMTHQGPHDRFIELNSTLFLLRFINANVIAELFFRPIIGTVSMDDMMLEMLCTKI
# ADAM17 inh = ADAM17 inhibitors, primary screen, biochemical, QFRET; Disintegrin and metalloproteinase domain-containing protein 17 (Homo sapiens), P78536; recombinant ADAM17, EDANS/DABCYL FRET peptide cleavage; inhibition, % at 6.95 µM; 370,000 tested, 0.83% active; AID 720648, 2013;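 active = inhibition above the mean of compounds lying between control limits plus 3 SD, set per campaign, cut at about 8.5% in these data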;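 note: 0% = DMSO-only wells as the low control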
# PLCb3 inh = human PLC-beta3 inhibitors, primary screen, biochemical, fluorescence. Purified PLC-beta3, fluorogenic substrate. inhibition, % at 12.2 µM. 370,000 tested, 0.18% active; in the data active = inhibition above about 11%;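 note: 0% = median of compound wells on plate and 100% = full blocker control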
# ssDAF-12 act = S. stercoralis DAF-12 nuclear receptor activators, primary screen, cell-based, luminescence, HEK293, GRIP1 co-expression, lit1-tk-luc. Nuclear hormone receptor DAF-12 (Strongyloides stercoralis). 370,000 tested, 1% active. activation, % at 6.8 µM. HEK293 ssDAF-12/GRIP1 lit1-tk-luc reporter; % of 3 µM dafachronic acid response;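 active = activation above the mean over all tested compounds plus 3 SD, cut at about 0.9% in these data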;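 note: 0% = DMSO-only wells and 100% = 3 µM delta7-dafachronic acid wells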
# hgDAF-12 ag = H. glycines DAF-12 receptor agonists, primary screen, cell-based, luminescence, HEK293, GAL4 fusion, UAS-luciferase. Nuclear hormone receptor DAF-12 (Heterodera glycines), GAL4 fusion. HEK293 GAL4-hgDAF12 UAS-luciferase reporter, agonist luminescence; normalized to butyrate control. activation, % at 6.8 µM. 370,000 tested, 1.8% active;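 active = activation above a cutoff set at the mean of all screened compounds plus 3 SD, cut at about 10% in these data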;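 note: 0% = DMSO wells and 100% = sodium butyrate wells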
# * = called active by the depositor; x = not tested or not shown.
SMILES,PLCg1 inh,MBD2 DNA inh,hgDAF-12 ag,SMARCA2 act,hcDAF12 agonist,PLCb3 inh,NR1D1 modulator,DAX1 inh-1,ADAM17 inh,ssDAF-12 act,DAX1 inh-2
O=C(CO/N=C/c1ccc(OC(F)F)cc1)NCc1cccs1,-0.7,-0.8,-2.0,-0.7,-0.6,2.3,-0.4,-0.1,2.1,-1.5,-0.8
C=CCn1c(C)nnc1SCC(=O)Nc1nc(C)c(C(=O)N(C)C)s1,-1.5,0.1,2.8,-0.9,7.3*,-4.3,-1.1,0.2,3.1,-0.8,1.8
COc1cc(-c2nnc(SCc3cccnc3)n2C)cc(OC)c1O,1.2,-9.3,2.4,1.7,0.5,4.0,-0.2,0.4,0.6,-0.5,0.9
CCOC(=O)c1ccc(NC(=O)c2nc[nH]c2C(=O)N[C@@H](C)C(=O)OC(C)(C)C)cc1,5.8,-2.0,-2.0,-0.8,-1.1,6.2,1.4,-0.1,4.4,-0.7,2.3
O=C(Cc1ccc(Br)cc1)OCC(=O)c1ccc[nH]1,-9.2,-1.3,1.9,-1.6,-0.8,-8.0,-5.4,-1.1,-0.4,-0.8,-0.4
CCC1CCCCN1C(=O)CSc1nnc(CNC(=O)c2cc(OC)c(OC)c(OC)c2)o1 (stereo not given),1.1,1.0,1.7,1.5,-0.5,2.6,6.1,-0.8,-2.3,-1.0,0.3
O=C(NCc1ccc(F)cc1)c1cccc(S(=O)(=O)N2CCOCC2)c1,-4.1,1.6,0.1,-0.5,-0.8,-7.0,0.6,0.4,-0.9,-1.6,-0.4
Cc1ccc(C(=O)C=CC=Cc2ccccc2)cc1,-5.2,-3.2,3.1,2.2,-0.3,-4.4,-1.3,1.4,-2.0,-0.6,4.5*
CCOc1ccccc1NC(=O)C1C2CCC3C(CCC21)C3(Cl)Cl (stereo not given),5.2,8.3,0.5,-2.7,-0.5,4.8,5.5,-0.5,1.0,-0.5,-1.8
CN(C)CCCOC(=O)c1cc2ccccc2o1,3.3,1.1,1.1,0.4,-0.5,2.7,8.3,0.3,-1.2,-1.2,-0.1
CCOCCCN(C(=O)c1snc(C(N)=O)c1N)C(C(=O)NC1CCCC1)c1ccc(F)cc1 (stereo not given),-35.8,-0.8,-1.4,1.0,0.6,-62.3,-2.8,0.0,-41.9,-1.2,1.1
CCOC(=O)c1sc(=S)n(-c2ccccc2)c1C,1.6,-7.6,-0.3,1.0,-1.2,-2.0,0.9,-0.1,-1.9,-0.5,x
COCCn1c(=S)[nH]c2ncccc2c1=O,1.2,-4.7,-0.6,-0.9,-1.6,3.6,-3.8,0.0,-1.9,-1.1,-0.8
COc1ccccc1CNC(=O)C1CCCCN1S(=O)(=O)c1ccccc1 (stereo not given),0.4,4.2,-1.9,-0.6,-2.0,-4.5,-6.6,-0.4,-3.4,-1.2,-1.6
CCCCc1nnc(NC(=O)CSc2nc(O)c(-c3ccccc3)c(=O)[nH]2)s1,-1.7,1.9,0.2,-1.2,-2.2,-3.4,-6.0,-0.2,-1.3,0.1,1.0

# Molecules shown so far that have two or more sulfur atoms, in the order listed:
SMILES,PLCg1 inh,MBD2 DNA inh,hgDAF-12 ag,SMARCA2 act,hcDAF12 agonist,PLCb3 inh,NR1D1 modulator,DAX1 inh-1,ADAM17 inh,ssDAF-12 act,DAX1 inh-2
C=CCn1c(C)nnc1SCC(=O)Nc1nc(C)c(C(=O)N(C)C)s1,-1.5,0.1,2.8,-0.9,7.3*,-4.3,-1.1,0.2,3.1,-0.8,1.8
CCOC(=O)c1sc(=S)n(-c2ccccc2)c1C,1.6,-7.6,-0.3,1.0,-1.2,-2.0,0.9,-0.1,-1.9,-0.5,x
CCCCc1nnc(NC(=O)CSc2nc(O)c(-c3ccccc3)c(=O)[nH]2)s1,-1.7,1.9,0.2,-1.2,-2.2,-3.4,-6.0,-0.2,-1.3,0.1,1.0

# Next section
SMILES,PLCg1 inh,MBD2 DNA inh,hgDAF-12 ag,SMARCA2 act,hcDAF12 agonist,PLCb3 inh,NR1D1 modulator,DAX1 inh-1,ADAM17 inh,ssDAF-12 act,DAX1 inh-2
CCCc1cc(=O)[nH]c(SCc2nc3ccccc3s2)n1,-5.4,-1.1,3.4,1.4,6.0*,-1.8,1.6,0.9,-1.6,0.2,-0.5
COC(=O)c1ccc(Cn2nnc3c(=O)[nH]c(C4CCCN(S(=O)(=O)c5ccc(C)cc5)C4)nc32)cc1 (stereo not given),1.9,-4.8,-1.2,-0.9,5.6*,-1.6,1.1,-0.1,-0.3,-0.9,-0.2
O=C(NC1CCCCCC1)c1ccc(=O)n(Cc2ccccc2)n1,3.4,-2.9,-1.7,1.6,-1.3,3.9,-1.7,-0.4,-1.8,-1.6,4.5*
COc1ccc(N(C(=O)c2cccnc2)S(=O)(=O)c2cc(OC)ccc2OC)cc1,-1.0,-0.2,1.0,-1.9,1.1,-6.0,0.1,-0.8,-2.5,-1.1,0.6
Cc1onc(-c2c(F)cccc2Cl)c1C(=O)N1CCCC1,4.4,3.1,-1.3,-2.1,-0.1,2.9,-1.6,-0.2,-2.6,-0.7,-0.6
O=C1c2c([N+](=O)[O-])cc([N+](=O)[O-])cc2S(=O)N1Cc1ccccc1 (stereo not given),1.2,-1.6,0.7,1.3,1.1,0.0,0.8,0.6,3.1,-1.1,-0.2
CCCCn1nnc(NC(=O)c2ccc(-c3ccccc3)cc2)n1,-1.2,-5.3,1.5,0.3,-2.5,0.6,-0.8,0.7,-4.9,-2.0,-0.8
COc1ccc(-n2nc(C(N)=O)c(O)cc2=O)cc1,-2.1,2.9,-1.1,-4.7,-0.4,-3.5,-0.2,0.0,-1.8,-0.2,0.1
Cc1cccc(OC2(c3ccccc3)OC(=O)c3ccccc32)c1C (stereo not given),0.2,1.0,3.6,-1.7,-0.9,-1.7,2.8,-0.4,1.2,-1.3,0.8
COc1cccc(Cn2c(C(C)n3c(-c4cnccn4)nc4ccccc43)nc3ccccc32)c1 (stereo not given),-46.0,4.3,0.4,-5.0,-2.9,-70.0,-1.9,-0.8,-6.5,-1.5,x
Cn1c(N)c(C(=O)COc2ccc(Cl)cc2Cl)c(=O)n(C)c1=O,1.8,2.5,-0.9,1.6,1.8,-3.0,-2.0,-1.0,-2.3,-1.8,0.8
COc1cccc(/C=N/NC(=O)c2ccoc2C)c1,0.1,2.8,11.2*,2.4,7.2*,-25.3,-3.4,2.0,-0.3,0.2,2.9
CN(CC(=O)Nc1ccc(F)cc1)C(=O)CSc1nccn1C,0.1,3.6,1.3,-1.6,1.5,2.3,0.3,0.9,0.1,-0.2,0.9
CCOC(=O)C1CCN(c2nc3cc(OC)ccc3cc2C#N)CC1,-102.6,0.3,-1.4,-5.6,-1.2,-134.0,0.1,-0.3,-72.0,-1.4,0.8
COc1ccc(Oc2cccc(Cl)c2CNC(=O)c2ccccc2C(=O)O)cc1,-0.5,0.2,0.6,-2.5,-1.5,-3.9,-1.6,-0.3,-3.0,-1.2,x
COC(=O)CC1C(=O)NCCN1C(=S)Nc1cc(C)cc(C)c1 (stereo not given),1.1,2.2,1.2,3.4,1.1,2.2,0.4,0.1,-5.2,-0.5,1.0
CCN=c1scc(-c2ccco2)n1/N=C/c1ccc(O)cc1,-13.1,2.5,5.2,-0.1,1.0,-25.1,2.2,1.9,-4.9,-1.2,-0.4
CC(C)(C)c1ccc(C(=O)NCCC(=O)NCc2ccc(F)cc2)cc1,-2.3,3.3,1.7,-2.8,0.2,0.5,-3.4,-0.8,-5.6,-1.5,1.1
O=C(O)c1ccc(Cl)c(S(=O)(=O)Nc2ccc(OCc3ccccc3)cc2)c1,-0.7,-0.8,1.6,-2.2,-0.5,-12.4,-1.5,2.3,2.3,-0.5,0.1
CC(C)CN(CC(C)C)C(=O)c1cc(S(=O)(=O)N2CCCCC2)c[nH]1,-2.7,3.7,1.1,-0.8,-1.6,-4.5,4.0,-0.1,-3.0,-1.3,0.3
N#CC1(Nc2cccc(Cl)c2)CCCC1,-2.6,-2.8,-1.0,3.3,-0.7,1.5,1.5,-0.6,-2.5,-0.9,2.1
Cc1c([N+](=O)[O-])c(C/C=N/O)nn1C,-2.0,0.5,-0.7,2.8,-0.8,2.5,-2.3,0.1,0.0,-1.2,-1.9
Cc1ccc(OC(C)C(=O)N(C)Cc2ccccc2)c([N+](=O)[O-])n1 (stereo not given),-0.1,-5.1,3.6,0.5,1.8,-13.2,2.6,-0.1,-0.1,-0.8,0.4
COc1ccccc1N1CCN(C(=O)CSc2nc3ccccc3nc2N2CCC(C)CC2)CC1,-18.8,2.6,1.8,-0.9,-2.2,-27.3,1.6,-0.2,-1.6,-1.3,-1.4
COc1ccc(CN2CCN(Cc3ccc(C(F)(F)F)cc3)CC2)c(OC)c1,0.9,2.8,-0.6,-3.0,-2.9,-0.7,-3.1,-0.4,-2.2,-1.2,-0.2
Cc1cc(/C=c2\sc3nc4ccccc4n3c2=O)c(C)n1-c1ccc(C(=O)O)cc1,-9.5,4.1,-1.6,-0.8,2.0,-8.9,-3.5,-0.2,-3.8,-1.2,0.2
C(=N\Nc1ccc2nncn2n1)/c1ccccn1,-5.5,2.4,-2.4,0.4,-2.3,-9.0,-4.1,-0.3,-0.7,-1.8,x
COC(=O)Cn1nnc(N2CCOCC2)n1,-0.7,-3.1,0.7,0.3,0.2,-6.0,-7.7,-0.2,-1.7,-1.2,x
O=C(COC(=O)Cn1nnc2ccccc21)NC1CCCC1,5.6,3.6,1.0,9.9*,-0.8,1.1,-0.1,0.6,1.4,0.1,0.0
O=C(COc1ccc(C(=S)N2CCOCC2)cc1Cl)Nc1ccccc1Cl,7.8,2.7,-0.5,3.7,-0.7,-5.0,7.5,-0.8,-1.0,-0.9,1.1
COc1cc(SC)ccc1C(=O)NNC(=O)c1cc(C)oc1C,-21.6,1.0,12.8*,3.9,3.5,-6.7,-4.1,11.8*,-3.4,0.3,-0.7
Nc1nc(SCC(=O)N2CCOCC2)[nH]c(=O)c1-c1ccccc1,-2.7,9.7,-2.8,-2.8,-0.5,-2.4,-6.7,0.7,-4.1,0.1,-0.8
S=C(NCC1COc2ccccc2O1)Nc1ccc(Br)cc1 (stereo not given),0.5,1.9,0.2,-1.6,0.4,-1.5,5.9,0.1,4.1,-0.9,-0.8
CN(CCc1nc2ccc(Cl)cc2[nH]1)Cc1nc(CC2CC2)no1,1.2,-3.7,-2.7,-4.0,-1.3,-6.1,-2.5,-0.4,-0.5,-1.7,-1.3
